# Screens: PubChem BioAssay, NCI
# NCI-60 one-dose screen, 48 h, at 10 µM unless noted. Numbers give growth in % (100 = growth as untreated, 0 = no growth, -100 = all killed).
# PC-3: PC-3 prostate cancer cells. actives 3.9% (n = 80,000)
# SF-268: SF-268 CNS cancer cells. actives 3.1% (n = 82,000)
# 786-0: 786-0 renal cancer cells; actives 5.1% (n = 81,000)
# SN12C: SN12C renal cancer cells | actives 3.8% (n = 81,000)
# U251: U251 CNS tumor cells; actives 5.4% (n = 80,000)
# SF-295: SF-295 CNS cancer cells. actives 5.6% (n = 79,000). AID 1794758
# DU-145: DU-145 prostate cancer; AID 1794760; actives 4.2% (n = 81,000)
# SF-539: SF-539 CNS cancer | actives 6.8% (n = 81,000)
# UO-31: UO-31 renal cancer; actives 5.2% (n = 81,000); AID 1794768
# * hit, by the source's call; . = not tested or not shown; & = joins results of further samples; [ ] = dose if it differs, or a comment. The calls were made as follows: active = growth percent below 10; inactive = the rest.
SMILES	PC-3	UO-31	SF-268	DU-145	U251	SF-539	SF-295	786-0	SN12C
COc1ccc2cc(C(=O)c3cn(-c4ccc(C)cc4)nc3C(C)=O)ccc2c1	83	82	69	89	86	80	74	72	89
Cc1ccc(C)c(Oc2c(-c3nc4ccccc4[nH]3)c(C)nn2-c2ccccc2)c1	76	62	89	98	90	99	92	88	91
CC(C)(C)Nc1c(-c2c3ccccc3cc3ccccc23)nc2ccccn12	38	50	83	93	68	78	70	72	82
CCOC(=O)c1cnc(=S)[nH]c1N	88	77	136	127	115	115	123	103	101
N#CCCN(CCc1ccccc1)C(=O)C(Cl)Cl	105	91	103	109	109	101	108	106	111
CC(=O)Cn1c(CN2CCN(C)CC2)nc2ccccc2c1=O	84	90	111	105	105	100	105	95	110
O=[N+]([O-])c1cc(I)c(Br)c(I)c1	91	77	90	103	88	96	98	105	93
O=C(N/N=C/c1ccc2c(c1)CCC2)c1cccc([N+](=O)[O-])c1	87	81	110	107	101	91	.	96	96
N#Cc1ccc(Nc2cc(Cl)nc(N)n2)cc1	102	90	93	96	107	97	99	101	103
C=C(C)[C@@H]1CC=C2c3sc(Cc4ccccc4)nc3C[C@@H](C)[C@]2(C)C1	83	87	97	101	99	93	98	93	93
COc1cc(/C=C/C(=O)c2ccc(NC(=O)CN3CCN(c4cc5c(cc4F)c(=O)c(C(=O)O)cn5C4CC4)CC3)cc2)cc(OC)c1OC	22	3.0*	-1.1*	2.2*	-56*	-16*	-27*	-68*	10
Nc1ccc(C2=CC(c3ccc(Cl)cc3)N3C=CSC3=N2)cc1 (stereo unspecified)	-28*	-96*	-42*	-45*	-83*	-56*	-0.3*	-91*	-45*
CCCCc1c(Nn2cnnn2)no[n+]1[O-]	58	28	82	56	51	57	57	56	42
N#Cc1c(Nc2ccc(F)cc2F)n[nH]c1-c1cccs1	81	64	95	103	93	87	96	96	87
COc1ccc(C=Nc2c(C(=O)Nc3cccc(Cl)c3C)sc3nc(C)c(C(=O)/C=C/c4ccc(OC)cc4)cc23)cc1	33	36	30	15	24	-31*	19	21	21
Cc1c(Cl)cc(N2C(=O)c3cccc4cccc(c34)C2=O)cc1Cl	86	73	96	117	102	98	103	103	96
C#CCn1cnc2cnc(Nc3cccc(NC(=O)CCl)c3)nc21	19[6.25 µM]	-71*[6.25 µM]	6.9*[6.25 µM]	17[6.25 µM]	-49*[6.25 µM]	-0.6*[6.25 µM]	16[6.25 µM]	2.4*[6.25 µM]	6.8*[6.25 µM]
CC(C)NCC(O)COc1ccc(CC(N)=O)cc1 (stereo unspecified)	93	83	112	109	101	109	96	97	104
CCc1cccc(CC)c1NC(=S)N/C=C(\C#N)S(=O)(=O)c1ccc(C)cc1	92	91	96	107	94	101	100	100	105
COc1ccc2oc(=O)cc(-c3nc(-c4ccccc4)c(-c4ccccc4)n3S(=O)(=O)c3ccc(C)cc3)c2c1	86	74	95	100	102	96	102	111	90
O=C(Nc1ccc2ncnc(NNc3nc4ccccc4s3)c2c1)c1ccccc1	59	46	72	83	62	71	87	82	89
COc1ccc(/C=C/C(=O)c2cccc(Nc3nc(Cl)nc4cc(OC)c(OC)cc34)c2)cc1	86	51	84	97	87	84	77	80	83
COc1cc2oc(-c3cccc(NC(=O)[C@@H](N)CC(C)C)c3)cc(=O)c2c(OC)c1OC	106	80	102	101	101	104	97	91	99
O=C1CS/C(=N\Nc2cc(=O)[nH]c3ccccc23)N1c1ccccc1	81	70	86	111	95	93	97	.	94
N#Cc1ccc(NC(=O)N(CCCl)N=O)cc1	89	87	102	108	100	95	95	95	101

# Pulled by compound from the entries so far (six):
SMILES	PC-3	UO-31	SF-268	DU-145	U251	SF-539	SF-295	786-0	SN12C
N#CCCN(CCc1ccccc1)C(=O)C(Cl)Cl	105	91	103	109	109	101	108	106	111
O=C1CS/C(=N\Nc2cc(=O)[nH]c3ccccc23)N1c1ccccc1	81	70	86	111	95	93	97	.	94
N#Cc1ccc(NC(=O)N(CCCl)N=O)cc1	89	87	102	108	100	95	95	95	101
COc1ccc2cc(C(=O)c3cn(-c4ccc(C)cc4)nc3C(C)=O)ccc2c1	83	82	69	89	86	80	74	72	89
O=[N+]([O-])c1cc(I)c(Br)c(I)c1	91	77	90	103	88	96	98	105	93
CCOC(=O)c1cnc(=S)[nH]c1N	88	77	136	127	115	115	123	103	101

# (list continues)
SMILES	PC-3	UO-31	SF-268	DU-145	U251	SF-539	SF-295	786-0	SN12C
CC1(C)C2CC=C(/C=N/NC(=O)C3CCC(=O)N3)C1C2 (stereo unspecified)	102	95	101	113	101	100	97	101	104
O=C(Cn1cc(CN2CCN(c3ccnc4cc(Cl)ccc34)CC2)nn1)Nc1ccc(Br)cc1	44	46	69	91	69	77	72	16	87
COc1ccc(/C(C)=C(\c2ccc(Cl)cc2)c2ccc(OCCCN(C)C)cc2)cc1	68	65	77	90	41	82	86	75	80
COc1ccc([C@H]2[C@@H](F)C(=O)N2c2cc(OC)c(OC)c(OC)c2)cc1F	23	43	33	9.5*	12	4.2*	19	23	33
COc1ccc(OC)c2c1nc(N)c1c3ccccc3cn21	93	60	88	.	87	98	89	91	72
COc1ccc(C2c3sc(=O)[nH]c3SCC2CO)cc1 (stereo unspecified)	90	76	100	111	95	100	94	101	88
COC(=O)c1nnn(CC(N)=O)c1CCNC(=O)c1ccccc1C(=O)O	94	86	99	99	103	91	102	99	104
O=C(O)c1ccnc(Cl)c1	85	89	104	108	101	98	97	86	106
COc1ccc(-c2cn[nH]c2-c2cc(OC)c3c(c2)OCCO3)cc1	28	50	25	9.0*	16	-34*	29	33	30
CCCCCCN1C(=O)C2=C(c3ccc(Cl)cc3)Nc3c(c(C)nn3-c3ccccc3)C2c2ccccc21 (stereo unspecified)	77	79	103	104	88	105	92	89	91
CCc1c(-c2ccc(Cl)cc2)nc(N)nc1-c1nc(N)nc(-c2ccc(Cl)cc2)c1CC	104	.	108	108	99	90	96	96	98
COC(=O)c1ccc2c(c1)OCO2	68	99	98	103	84	103	101	94	100
C=C(C)CSc1ncnc2nc[nH]c12	114	105	107	94	105	99	114	92	112
CN(C)C(=O)C(CCN1CCC(O)(c2ccc(Cl)cc2)CC1)(c1ccccc1)c1ccccc1	60	48	83	98	74	99	94	76	80
CC/C=C\C[C@@H](O)C/C=C1/C(=O)C=C[C@H]1C/C=C\CCCC(=O)OC	-21*	17	0.2*	29	8.7*	10	81	30	-29*
Cc1nn(-c2ccccc2)c2nc3nc(Cc4ccccc4)[nH]c(=O)c3c(-c3ccc(Cl)cc3)c12	86	82	89	80	.	87	97	102	102
CCOC(=O)C(=Cc1ccc(Br)cc1)C(=O)OCC	-30*	-86*	-6.9*	6.2*	-46*	8.5*	38	-79*	-21*
CC[N+](C)(CC)CCCC(C)Nc1ccnc2cc(Cl)ccc12 (stereo unspecified)	98	91	91	98	99	105	108	.	109
COc1cc(/C=N/Nc2nc3c([nH]2)c(=O)n(C)c(=O)n3C)ccc1O	98&99	86&87	109&104	114&114	104&99	104&90	118&115	112&96	98&97
OCCN(CCO)Cc1cc(O)c(CN(CCO)CCO)cc1O	112	109	101	84	.	108	103	103	104
O=C(O)[C@@H]1c2ccccc2C(=O)N(c2ccccc2)[C@H]1c1ccc(I)cc1	46	105	101	104	69	106	58	92	.
Cn1nc(C(=O)O)c(=O)[nH]c1=O	.	88	110	124	108	98	110	110	100
CCOC(=O)CC(C(=O)OCC)C(=O)OCC	92	89	108	131	87	90	100	106	101
CCn1c(SCC(=O)N/N=C/c2cn(-c3ccccc3)nc2-c2ccc(Cl)cc2)nc2c1c(=O)n(C)c(=O)n2C	93	86	94	96	99	91	99	93	98
CC(C)NCC(O)COc1ccc(COCCOC(C)C)cc1 (stereo unspecified)	95	82	123	124	92	106	95	106	103
CC(=O)CC(c1ccccc1)c1c(O)c2ccccc2oc1=O (stereo unspecified)	103&105	91&93	96&113	111&117	98&107	118	97&187	103&104	99&96
CCN(CC)CCNC(=O)c1cn2ncnc(Oc3ccc(NC(=O)NC4CC4)c(F)c3)c2c1C	90	88	91	107	93	95	96	97	93
O=C(/C=C/Nc1cc(-c2ccccc2)nn1-c1ccccc1)c1cccs1	58	78	91	98	97	97	92	93	94
CCCN1CCN(C(=S)SC(SC(=S)N2CCN(CCC)CC2)C(=O)c2nnn(-c3ccc(Cl)cc3)c2C)CC1	79	64	97	102	93	102	100	106	97
CCCCSc1ncnc2c1ncn2C1CCCCO1 (stereo unspecified)	100	91	106	121	100	104	111	98	103
c1ccc(-c2nnc(Nc3nnc(-c4ccccc4)s3)s2)cc1	98	83	103	112	.	101	102	106	102
O=c1c2c(c(=O)n1O)c1c3ccc[nH]c3nc1c1nc3[nH]cccc3c12	68	91	72	95	65	84	96	87	81
Cn1cc(-c2csc(-c3cn(CCCN4CCOCC4)c4ccccc34)n2)c2cccnc21	68	71	92	98	64	89	79	74	87
CC1=NN(c2nc3ccccc3n3c(C)nnc23)C(=O)C1	.	88	109	114	100	106	115	122	96
Cc1ccc2nc3[nH]c(=O)sc3cc2c1	101	91	96	103	103	98	98	98	93
CCN1CC(=O)N2[C@H](c3ccc(Cl)cc3)c3[nH]c4ccccc4c3C[C@@H]2C1=O	93	68	97	113	95	101	94	105	102
Cc1ccc2nc(-c3ccc(-c4nnc(SCC(=O)Nc5ccc(Cl)cc5)o4)cc3)[nH]c2c1	14	57	69	45	-21*	57	21	68	-3.0*
CCCCCCCCCCCCCCCCNC(=S)N/N=C/c1ccc(C(C)C)cc1	89	74	103	110	85	94	102	103	97
Cc1ccc2[nH]c(O)c(N=Nc3nc(-c4ccccc4)c(C#N)c(=O)[nH]3)c2c1	98	84	98	112	102	101	98	99	102
COc1ccc(-c2cc(Cl)cc3c(=O)nc(N4CCOCC4)oc23)cc1	79	81	94	100	96	99	99	93	96
C[C@H]1[C@@H]2[C@H]3CC[C@@H]4[C@@]5(C)Cc6c([nH]c7ccccc67)C(C)(C)[C@@H]5CC[C@@]4(C)[C@]3(C)CC[C@]23CO[C@]1(C)[C@@H](C(=O)/C=C/c1ccccn1)C3	60	60	89	102	82	85	99	106	87
C/C(=N\NC(=S)Nc1cccc(Cl)c1)c1nnn(-c2ccc([N+](=O)[O-])cc2)c1C	32	39	64	62	55	66	44	86	57
O=C1NC2(CC2)C(=O)N2CCCC[C@@H]12	89	94	96	109	104	100	92	95	95
Cc1cc(=O)oc2cc(OCCOc3cccc(/C=C/C(=O)NO)c3)ccc12	65	83	99	101	75	99	69	104	99
O=C(Nc1ccccc1)C(=S)N1CCOCC1	94	91	98	108	95	101	101	101	96
CCOC(=O)c1sc2nc(-c3ccc([N+](=O)[O-])cc3)nc(N3CCOCC3)c2c1C	97	66	92	106	99	96	101	109	98
Cc1nc2ccccc2c(/C=C/c2ccc(Cl)cc2)c1C(N)=O	92	78	96	105	102	98	102	107	101
Cn1c(O)c(/C=C2\C=c3ccccc3=N\C2=N\c2nccs2)c(=O)n(C)c1=O	81	52	73	100	94	87	92	93	68
COc1ccc(C2Cc3cnccc3-c3nc(N)c4ccncc4c32)c(OC)c1OC (stereo unspecified)	95	81	93	106	.	110	98	88	103
CCOC(=O)c1c(O)cc(C)[nH]c1=O	.	89	92	114	99	102	84	96	99

# More compounds
SMILES	PC-3	UO-31	SF-268	DU-145	U251	SF-539	SF-295	786-0	SN12C
COc1ccc(NC(=O)CCl)cc1	75	91	73	95	6.3*	83	101	81	67
CCN(CC)c1ccc(C=O)c(OCc2cn(CC(=O)Nc3ccccc3Br)nn2)c1	103	97	107	110	97	102	97	101	94
Cc1ccc(-c2nc3c(c(-c4ccccc4)nn3-c3ccccc3)c(-c3ccc4c(c3)OCO4)c2C#N)cc1	91	96	94	95	60	62	61	44	97
O=C(Nc1cccc(Cn2c(=O)[nH]c3ccc(Oc4ncccn4)cc3c2=O)c1)c1ccc([N+](=O)[O-])cc1	92	86	77	83	90	84	84	76	98
CSc1nc2c(c(=O)n1C)C1(C(=O)N(C)c3ccccc31)c1c(nc(SC)n(C)c1=O)N2	104	85	102	103	111	102	105	104	107
Nc1nc(-c2ccccc2)nc(N)c1N=O	80	46	77	89	52	78	108	84	74
Cc1nn(-c2ccc([N+](=O)[O-])cc2)c2ncnc(NCCc3ccccc3)c12	89	80	95	110	102	100	111	105	102
Nc1c(S(=O)(=O)O)cc2c(c1Cl)C(=O)c1ccccc1C2=O	89	76	97	108	104	95	95	99	101
C[C@]12CC[C@@H]3c4ccc(O)c(N)c4CC[C@H]3[C@@H]1CC[C@@H]2O	98	109	99	110	110	106	108	118	105
O=C1Nc2c(sc3ccc(Cl)cc23)C(c2ccccc2O)N1 (stereo unspecified)	86	63	92	108	104	100	97	98	92
CN1C(=O)C2(Nc3ccccc3S2)c2cc(OC(F)(F)F)ccc21 (stereo unspecified)	85	58	98	107	88	116	102	108	105
CSc1nc2c(c(=O)n1C)NC1=C(C(=O)c3ccccc31)C1(C=C(O)c3ccccc31)N2 (stereo unspecified)	111	68	92	110	107	94	.	105	94
COc1ccc(-c2nnc(-c3nc(-c4cc(OC)c(OC)c(OC)c4)n4ccccc34)o2)cc1OC	66	27	67	58	55	92	.	51	56
COc1ccc(-c2nc(-c3ccc(Cl)cc3)cn3c2nc2ccccc23)cc1	122	94	95	106	104	106	95	94	100
